Compound activity deposited in PubChem by National Center for Advancing Translational Sciences (NCATS).
TrxR1 substrate = is turned over as a substrate by rat TrxR1. purified TrxR1 substrate turnover, NADPH consumption readout. Potency, µM (highest dose often 114 µM), for inactives: top-dose activity change, negative = substrate turnover. 390,000 compounds, 0.01% hits; also: potency is read from the fitted curve at half-maximal effect; % is scaled to controls: 0 for no effect and ±100 for the full control effect; nearly all actives have a fitted effect of over 50% in size
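Rat TrxR1, dispensed at 90 nM, was prereduced with 400 uM NADPH (final) for 5 min at ~22 deg C, then incubated with compound 15 min before 400 uM selenite. A first-read NADPH fluorescence drop versus no-compound background flagged substrates.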
PI4K2A block = blocks human PI4K2A kinase activity | 420,000 compounds, 0.13% hits | Q9BTU6 | purified PI4K2A, ADP-Glo luminescence, 1 h; active compounds read low | AID 1346378 | activity change, negative = inhibition, % at 76.9 µM; in the data active = activity change below about -50%; inconclusive = mostly about -30% to -49%;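 also: -100% = wells without enzyme as full effect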
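In this quantitative HTS, ADP production by PI4K2A was quantified luminescently after 1 h at ambient temperature; 100 microM adenosine served as plate-quality control.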
Vif-APOBEC3F blk = blocks the Vif interaction with APOBEC3F; HeLa A3F-eYFP + Vif (tagged APOBEC3F with the HIV-1 protein that degrades it), YFP fluorescence increase; Potency, µM (doses to about 46.1 µM), for inactives: at the top dose activity, negative = active; 390,000 compounds, 0.2% hits; also: potency is read from the fitted curve at half-maximal effect; % of control where 0% means no effect; nearly all actives have a fitted effect of over 65% in size
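Fluorescence increase (Ex 488/Em 500-530) after overnight compound treatment at 37 deg C flags inhibition of Vif-driven A3F-eYFP loss in stable HeLa A3F-eYFP/Vif cells seeded overnight beforehand.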
mIDH1 inhibitor = inhibitors of human mutant IDH1 R132H | O75874 | IDH1-R132H enzyme, NADPH consumption, diaphorase/resazurin fluorescence | Potency, µM (highest dose often 76.6 µM), for inactives: at the top dose activity change, negative = inhibition, hits mostly inhibitors | 390,000 compounds, 0.093% hits | AID 602179; also: potency is read from the fitted curve at half-maximal effect; % is scaled to controls: 0 for no effect and ±100 for the full control effect; nearly all actives have a fitted effect of over 65% in size
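IDH1-R132H (0.5 ug/mL dispensed) in pH 7.5 Tris buffer was preincubated 30 min with compound, then given a substrate mix of 0.016 mM NADPH and 2 mM alpha-KG for 80 min at room temperature; remaining NADPH was read by diaphorase/resazurin fluorescence.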
Vif-A3G inh = blocks the Vif interaction with human APOBEC3G; HeLa A3G-eYFP + Vif (tagged APOBEC3G with the HIV-1 protein that degrades it), YFP fluorescence, overnight; Q9HC16; 410,000 compounds, 0.076% hits; AID 602310; Potency, µM (highest dose often 46.1 µM), for the others: top-dose activity, negative = active, actives largely listed as inhibitors;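 also: potency is read from the fitted curve at half-maximal effect; % is scaled to controls: 0 for no effect and ±100 for the full control effect; nearly all actives have a fitted effect of over 60% in size; hits raise eYFP signal because A3G escapes Vif-driven loss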
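Read-out is eYFP fluorescence (Ex 488/Em 500-530) from Vif-expressing HeLa A3G-eYFP cells; more signal means A3G escaped Vif-mediated degradation. Cells plated overnight, compound pinned in, incubated overnight at 37 deg C.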
Glioma ERSR ind = ER stress response induction in glioma. U87-MG GRP78 promoter luciferase reporter, 16 h. 420,000 compounds, 0.02% hits. Potency, µM, for inactives: top-dose activation, most hits filed as activators. AID 602332; also: potency is read from the fitted curve at half-maximal effect; series mostly up to about 76 µM; % of control where 0% means no effect; nearly all actives have a fitted effect of over 35% in size
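Stably transfected U87-MG human glioma cells carrying a GRP78-based luminescent sensor were seeded at 1000 cells/well, pin-dosed with compounds and incubated 16 h. Luciferase reagent was then added, and end-point luminescence was read after 10 min at room temperature.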
LDHA inh = inhibitors of human lactate dehydrogenase A; purified LDHA, NADH/diaphorase-resazurin fluorescence; active compounds read low; activity change, % (values are at about 110 or 230 µM); 480,000 compounds, 0.15% hits; in the data active = activity change below about -30%; inconclusive = mostly about -25% to -30%;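 also: plate controls were DMSO wells for no effect and wells without enzyme for full effect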
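LDH5 2 nM; NADH 0.06 mM, pyruvate 0.2 mM; 200 mM Tris pH 7.4, EDTA, Tween-20; 5 min RT. Detection: diaphorase 0.133 mg/mL + resazurin 37 µM, fluorescence ex540/em590 at 0 and 20 min; normalized to enzyme-free and DMSO wells.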
USP1-UAF1 inh = inhibitors of human USP1/UAF1 deubiquitinase | recombinant USP1/UAF1, Ub-Rhodamine cleavage fluorescence | AID 743255 | 390,000 compounds, 0.23% hits | Potency, µM (series often up to 57.1 µM), without a hit: at the top dose activity change, negative = inhibition, hits mostly inhibitors; also: potency is read from the fitted curve at half-maximal effect; % is scaled to controls: 0 for no effect and ±100 for the full control effect; nearly all actives have a fitted effect of over 60% in size; inactives centre near -12
Target sequence (O94782 whole entry, looked up): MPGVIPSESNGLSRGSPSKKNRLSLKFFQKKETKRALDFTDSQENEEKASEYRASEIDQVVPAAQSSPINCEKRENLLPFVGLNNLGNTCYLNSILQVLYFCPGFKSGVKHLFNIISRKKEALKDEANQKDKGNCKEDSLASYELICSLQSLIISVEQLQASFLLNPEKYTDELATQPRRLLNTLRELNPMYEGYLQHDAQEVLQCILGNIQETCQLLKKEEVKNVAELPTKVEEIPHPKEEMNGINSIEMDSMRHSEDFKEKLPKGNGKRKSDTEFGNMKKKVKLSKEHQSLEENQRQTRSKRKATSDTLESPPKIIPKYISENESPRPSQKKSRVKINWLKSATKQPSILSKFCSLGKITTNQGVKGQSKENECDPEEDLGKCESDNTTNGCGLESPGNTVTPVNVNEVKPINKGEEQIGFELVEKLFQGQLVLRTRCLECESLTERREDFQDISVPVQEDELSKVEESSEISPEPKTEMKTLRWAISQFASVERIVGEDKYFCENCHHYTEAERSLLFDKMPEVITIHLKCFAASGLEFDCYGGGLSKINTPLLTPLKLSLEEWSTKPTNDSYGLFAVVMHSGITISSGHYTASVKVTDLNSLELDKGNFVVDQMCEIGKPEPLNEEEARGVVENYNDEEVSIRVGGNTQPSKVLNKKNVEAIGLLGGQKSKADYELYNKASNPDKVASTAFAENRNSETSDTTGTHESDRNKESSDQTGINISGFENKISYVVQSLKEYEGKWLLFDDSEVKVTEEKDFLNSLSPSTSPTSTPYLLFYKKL
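USP1/UAF1 complex (1 nM) preincubated 15 min at room temperature with compound, then Ub-Rho substrate (150 nM final) added. Kinetic fluorescence at 480/540 nm over 6 reads at 60 s intervals; 50 mM HEPES pH 7.8, 0.5 mM EDTA, 0.1 mg/ml BSA, 1 mM TCEP, 0.01% Tween-20.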
RXFP1 agonist = activates the human relaxin receptor RXFP1. 370,000 compounds, 0.3% hits. AID 2676. HEK293T-RXFP1 cAMP TR-FRET, 30 min; response scale: percent of porcine relaxin response, buffer zero. Potency, µM (highest dose often 57.5 µM), without a hit: at the top dose activation, actives largely listed as activators. Q9HBX9; also: potency is read from the fitted curve at half-maximal effect; % is scaled to controls: 0 for no effect and ±100 for the full control effect; nearly all actives have a fitted effect of over 60% in size; many of its hits are not listed in these tables
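cAMP rise read by TR-FRET after 30 min, 37C compound exposure (up to 58 uM) in RXFP1-transfected HEK293 cells with Ro 20174 present. EC50 from Hill-equation fits, with 29 nM porcine relaxin as 100% and buffer as basal.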
Active calls of the source: *; u = inconclusive; x = no result given; & = joins results of further samples; [ ] = remark or other dose. Unless noted, calls follow the shape of the dose curve; as a rule, active = well fitted curve in the direction sought with a large enough effect; inconclusive = small, poorly fitted or top-dose-only effect, or another doubt; inactive = no such curve, though single readings can be large; an effect the other way counts as inactive or inconclusive. This is a subset, so the mix of outcomes need not match the whole.

structure,TrxR1 substrate,PI4K2A block,Vif-APOBEC3F blk,mIDH1 inhibitor,Vif-A3G inh,Glioma ERSR ind,LDHA inh,USP1-UAF1 inh,RXFP1 agonist
O=C(CCCN1C(=O)C(c2ccccc2)Oc2cccnc21)Nc1cccc(F)c1 (centres undefined),0.2%,-5.0,1.6%,1.3%,-0.4%,3.4%,-4.1,-30.3%,1.3%
O=C(c1ccccc1F)N(Cc1ccccc1)Cc1ccccc1,-15.4%,-8.2,-5.4%,0.8%,-1.8%,-1.2%,-2.0,-14.9%,1.8%
O=C1CN(C(=O)c2ccccc2)C(c2ccccc2)c2cc(Cl)ccc2N1 (centres undefined),-8.8%,-6.4,u,1.9%,1.0%,-0.3%,-5.3,-26.5%,-12.3%
O=S(=O)(c1cccc(C(F)(F)F)c1)n1c(/C=C/c2ccccc2)nc2ccccc21,-0.5%[57.1 µM],-60.6*,0.7%,-2.1%,3.4%,-1.2%,2.2,-21.8%,3.8%
CCOc1ccc(CNC(=O)c2ccc3nc(N4CCOCC4)sc3c2)cc1,1.1%,-1.1,0.1%,-3.8%,2.2%,-3.2%,0.7,-6.5%,0.8%
CCOc1ccc(NC(=S)N(CCc2c(C)[nH]c3ccc(C)cc23)Cc2cccnc2)cc1,-0.6%,0.0,0.7%,-1.9%,-6.1%,2.8%,-1.2,-8.6%,0.2%
CCN1CCCC1CNC(=O)Cn1cccc1C(=O)c1ccccc1C (centres undefined),-8.7%,13.2,7.9%,2.5%,0.4%,-3.5%,-2.3,4.8%,0.7%
COc1ccc(-n2c(=S)[nH]c3ccccc32)cc1,-1.0%,-0.2,0.2%,12.4%,0.7%,2.1%,2.4,-27.2%,1.5%
CC(=O)Nc1ccc(Nc2cc(C)nc3c(-c4ccc(Cl)cc4)c(C)nn23)cc1,26.0%[57.1 µM],-4.0,-4.9%,3.3%,-7.9%,-10.4%,-2.3,-4.1%,2.8%
COC(=O)Nc1nnc(-c2ccncc2)s1,187.1%[activator],-1.3,-3.5%,-3.7%,-1.4%,-2.5%,-4.9,-11.4%,3.4%
COc1ccccc1-c1nnc(SCC(=O)Nc2c(Cl)cccc2Cl)o1,-9.3%,0.8,3.4%,7.1%,0.7%,-3.7%,-3.9,-5.5%,2.8%
C/C(=N\NC(=O)c1cc(Br)ccc1O)c1cccs1,-8.8%,-2.1,2.8%,-4.5%,-7.7%,-6.6%,-5.4,-9.0%,-1.0%
COC(=O)Cn1nnc2c(cnn2-c2ccccc2)c1=O,-9.3%,-2.2,-0.7%,6.1%,0.2%,2.9%,-3.3,-6.9%,-1.2%
C=CCN1C=CC=C/C1=C1\SC(=S)N(C)C1=O,2.2%[57.1 µM],-4.4,-6.4%,4.5%,2.3%,7.5%,0.5,-21.1%,-2.9%
CCOC(=S)N/C(=N\S(=O)(=O)c1ccccc1)c1ccccc1,3.8%,-14.2,2.8%,2.1%,-6.6%,-4.0%,-2.3,-14.3%,-1.4%
CC1=Nc2ccccc2N=C(NC(=O)CSC(=S)N2CCN(C)CC2)C1c1ccccc1 (centres undefined),7.7%[57.1 µM],1.2,-15.1%,0.6%,-9.0%,-2.4%,0.1,2.7%,-1.7%
CCCN1C(=O)C2(c3ccccc31)c1c(oc3ccccc3c1=O)C(=O)N2CCO (centres undefined),-1.6%,0.2,3.9%,-1.0%,3.1%,0.1%,-7.3,-13.5%,-0.5%
COc1cc(OC)c(C=Cc2ccncn2)c(OC)c1,x,1.7,-0.4%,18.9%,-0.6%,-3.8%,-1.2,-12.8%,x
CN(CC(=O)Nc1ccc(Cl)c(S(=O)(=O)N(C)C)c1)Cc1ccccc1,2.3%,2.5,9.9%,-8.4%,0.4%,10.2%,-14.9,-17.3%,0.5%
O=C(CSc1nc2ccccc2c(=O)n1-c1cccc(C(F)(F)F)c1)NC1CC1,-8.4%,2.8,17.8%,11.5%,0.7%,-3.9%,-7.7,-6.1%,-0.6%
Cc1cc(C)nc(NS(=O)(=O)c2ccc(N/C=C3\CCCC3=O)cc2)n1,-20.5%,3.8,-0.7%,1.1%,-0.2%,-2.9%,0.7,-8.7%,3.5%
CCOc1ccc(S(=O)(=O)N2CCC(C(=O)NCCc3ccc(OC)c(OC)c3)CC2)cc1,5.7%,-3.3,-8.1%,-5.8%,-1.0%,-0.6%,0.7,-29.4%,2.0%
Cc1ccccc1NC(=O)C1CCCN1S(=O)(=O)c1ccccc1C(F)(F)F (centres undefined),-9.6%,-2.7,6.2%,-0.1%,0.2%,-3.2%,3.7,-14.1%,-0.6%
O=C(Nc1cccc2cccnc12)c1ccccc1[N+](=O)[O-],4.8%,5.8,-4.5%,7.4%,-0.4%,-2.7%,-2.8,-22.3%,-0.4%
CCOC(=O)C1(C)CCN1C(=O)/C=C/c1ccccc1 (centres undefined),x,0.5,x,x,-6.1%,-0.8%,-6.3,x,x
CCCNC(=O)C1(C)CCCN(Cc2ccc(-n3ccnc3)cc2)C1 (centres undefined),x,-3.5,x,x,-1.7%,-5.8%,-11.2,x,x
O=C1CC(c2ccc(F)cc2)CC(O)=C1C1NCCc2ccccc21 (centres undefined),0.6%,-8.4,2.1%,13.9%,-0.9%,-3.6%,-4.0,-23.0%,-0.9%
C=C(C)CSc1nnc2n(N)c(=O)c3ccccc3n12,-1.5%,1.3,0.5%,14.3%,0.1%,0.8%,0.0,-17.5%,-0.2%
Cc1nn(-c2ccc(F)cc2)c(-n2cccc2)c1C(=O)N1CCCCC1C (centres undefined),0.7%,-8.6,-15.2%,2.0%,-2.0%,-1.9%,-10.7,-23.1%,-0.5%
COc1cccc(C(=O)CN2CCC(NC(=O)NC3CCCCC3)CC2)c1,-6.6%,-3.0,-10.0%,0.3%,4.4%,-3.5%,-5.1,-4.7%,-0.7%
CN(C)c1ccc(C(=S)N2CCCCC2)cc1Br,8.5%,-6.5,8.9%,8.9%,-4.5%,0.2%,-5.4,-8.9%,-0.4%
O=C(N/N=C/c1ccc([N+](=O)[O-])o1)C1CCCC1,-2.8%,-0.7,0.8%,-3.5%,-8.7%,7.2%,-6.6,-26.0%,-3.1%
Cc1ccnc(NS(=O)(=O)c2ccc(N3C(=O)c4c(Cl)c(Cl)c(Cl)c(Cl)c4C3=O)cc2)n1,14.5%[57.1 µM],-7.1,1.1%,2.1%,-2.3%,-4.3%,-1.8,-11.2%,-1.2%
CCCS(=O)(=O)N1CCCC(C(=O)N2CCC(Cc3ccccc3)CC2)C1 (centres undefined),20.8%[57.1 µM],-0.5,1.2%,3.5%,-5.9%,-3.7%,0.9,-18.1%,0.4%
COc1ccccc1N1CCN(S(=O)(=O)CCNC(=O)C2CC(=O)N(c3ccccc3)C2)CC1 (centres undefined),-2.2%,5.3&2.0,7.6%&2.3%,20.3%&-9.1%,-0.2%&6.0%,-3.0%&0.4%,-3.2&-2.8&-3.2,-25.8%&-8.8%,0.1%&-0.3%
CN1CCN(S(=O)(=O)c2ccc(NC(=O)c3ccc(F)cc3Cl)cc2)CC1,4.5%,1.8,1.1%,2.4%,-3.0%,-0.9%,0.2,-9.6%,2.3%
COc1ccccc1NC(=S)NCc1ccccc1Cl,-9.2%,1.4,13.1%,5.9%,-0.8%,-4.9%,-7.5,-11.2%,-1.4%
CCn1c(-c2nn(C)cc2Cl)n[nH]c1=S,2.3%,2.5,-10.0%,8.7%,-0.1%,-4.9%,-4.4,-11.4%,-1.3%
O=C(COC(=O)c1ccco1)Nc1ccc(Br)cc1,0.7%[57.1 µM],1.0,0.4%,8.3%,-0.3%,0.8%,-4.1,2.1%,-0.3%
c1cn2cc(CN3CCOCC3)nc2s1,4.0%[57.1 µM],-5.0,0.4%,-6.3%,-5.5%,-2.7%,-6.0,7.5%,1.3%
CCCC(C)n1[nH]c(=O)cc1N (centres undefined),8.1%[57.1 µM],0.0,-0.1%,-4.0%,3.4%,-1.4%,-6.9,-19.4%,0.0%
O=C(Nc1ccccc1)Nc1nnc(-c2ccccc2)o1,5.1%,1.3,-5.3%,3.0%,1.0%,2.0%,8.9&-2.3,-10.3%,0.9%
Cc1nnc(SCCN2CCOCC2)c2nn(-c3ccccc3F)c(C)c12,-8.2%,4.6,-20.5%,10.0%,-1.9%,-3.8%,-2.0,-11.8%,u
CC(C)(C)Cc1nnc(NC(=O)CN2C(=O)c3ccccc3C2=O)s1,0.9%,-3.7,6.8%,-3.5%,3.1%,-4.6%,3.2,-20.3%,-1.9%
Cc1ccc(N2CCN(C(=O)CNS(=O)(=O)c3ccc(Br)s3)CC2C)cc1 (centres undefined),-9.8%,-5.7,4.8%,-2.0%,3.1%,-3.8%,-0.5,-19.2%,-3.3%
N#Cc1cccc(NC(=O)COC(=O)c2cc(S(=O)(=O)Nc3ccccc3Cl)ccc2O)c1,-7.2%[57.1 µM],-6.1,1.9%,2.5%,3.1%,-1.9%,-4.1,u,x
